High-throughput results (PubChem BioAssay)
Statin myotox sup – suppressors of statin myotoxicity in C2C12 myotubes, primary screen, cell-based, single point, plate reader. rescue of ATP level, % at 7.49 µM. hit rate 0.78% among 330,000. C2C12 myotubes + simvastatin, ATP luminescence, 48 h; scaled: DMSO 0, geranylgeraniol control 100;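 active = mean ATP rescue above about 67%, or every replicate alone reaching that limit, limit read from the data, passing the limit was not always enough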;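 note: myotubes were challenged with 10 µM simvastatin during compound exposure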
FN deposition inh – inhibitors of fibronectin matrix deposition, primary screen, AH1F cells, Alexa488-fibronectin fluorescence, plate reader | AH1F fibroblasts, overnight | inhibition, % at 12.6 µM | hit rate 0.086% among 350,000 | AID 743247, 2014;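 active = mean inhibition across replicates of 30% or more, regardless of how many single replicates reach that level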;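 note: positive control wells lacked labelled fibronectin entirely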
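Measured by – fluorescence 485/525 nm · System – AH1F fibroblast monolayer, labelled fibronectin deposition · Amount – 10000 cells per well · Buffer or medium – serum-reduced DMEM (2% serum) · Doses – single dose, pinned · Also added – fluorescent fibronectin at 24 nM final · Schedule – 1 h cell attachment, overnight exposure to compound and label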
PglD inh – C. jejuni PglD acetyltransferase inhibitors, primary screen, biochemical, DTNB colorimetric, single point. inhibition, % at 12.5 µM. hit rate 0.098% among 360,000. purified PglD enzyme, DTNB colorimetric CoA detection. AID 602405, 2012. UDP-N-acetylbacillosamine N-acetyltransferase PglD (Campylobacter jejuni); in the data active = inhibition above about 16%, passing the limit was not always enough; note: strong numbers were not always called active
CFTR F508del cor – F508del CFTR correction, initial screen, CFBE line, single point; AID 720511, 2013; hit rate 0.36% among 350,000; CFBE cells, YFP halide quenching; stimulated with forskolin plus potentiator P3; % fluorescence drop versus neutral controls; activity (quench increase), % at 7.58 µM;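 active = mean added fluorescence quench of at least 8% versus neutral control, with both replicates also reaching 8%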;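 note: cells transiently co-express mutant CFTR-F508del with the halide-sensitive YFP; corrector assay measuring rescue of mutant channel to the surface after 24 h compound exposure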
PGC1a acetyl inh – inhibitors of PGC1a acetylation signal, primary screen, cell-based, U2OS, AlphaScreen, inhibitor mode. AlphaScreen anti-acetyl-lysine; with virally co-expressed GCN5 acetyltransferase. inhibition, % at 15.6 µM. hit rate 0.17% among 350,000;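 active = every replicate shows inhibition of at least 40%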;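 note: 0% = neutral control wells and 100% = positive control wells; some results beyond the cut were filed as inactive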
Cneo AK release – Cryptococcus neoformans cell lysis inducers, primary screen, AK release luminescence, single concentration. hit rate 0.2% among 360,000. lysis activity, % at 15 µM. C. neoformans lysis, adenylate kinase release luminescence, 4 h; normalised: neutral wells 0, clomiphene wells 100;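 active = mean lysis activity across replicates of at least 80%, whatever share of replicates individually reach that level; inactive = mean lysis activity below 80%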
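Test system: log-phase Cryptococcus neoformans yeast cells. Input: 5 × 10^6 yeast cells/mL. Medium: fresh YPD growth medium. Doses: single dose. Incubation: static 4 h at 37 °C with compound, 1 h detection. Measured by: luminescent adenylate kinase detection reagent. Read-out: signal increase indicating cell lysis. Benchmarks: Clomiphene.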
miR122 inh – miR-122 Renilla sensor signal increase in Huh7, primary screen, miR-122 inhibitor project, cell-based, single point, plate reader | Huh7 miR-122 Renilla luciferase sensor, 48 h; neutral wells = 0, positive control = 100 | activation (reporter increase), % at 12.5 µM | hit rate 0.3% among 340,000 | AID 602342, 2012;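 active = mean replicate activation score at least 90 and every replicate individually at or above 90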;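 note: higher luciferase means less miR-122 activity so hits act as miR-122 inhibitors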
GSIS activator – GLuc luminescence reporter in INS-1E cells, primary screen for activators of glucose-dependent secretion of insulin; INS-1E GLuc reporter insulin secretion, 2-3 h; activation, % at 16.6 µM; hit rate 0.61% among 370,000;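 active = lowest replicate activation of at least 40%, so every replicate reaches that level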;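 note: 0% = median of neutral control wells and 100% = median of IBMX positive control wells; some compounds called inactive have numbers as strong as hits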
Active calls of the source: *; x = not tested or not shown; [ ] = dose if it differs, or a comment.

Labels used below: A = Statin myotox sup; B = FN deposition inh; C = PglD inh; D = CFTR F508del cor; E = PGC1a acetyl inh; F = Cneo AK release; G = miR122 inh; H = GSIS activator
CCOc1ccccc1N(CC(=O)NCCOC)C(=O)CCC(=O)Nc1ccccn1
  A: -1 | B: -2 | C: -3 | D: 3.4 | E: x | F: 4 | G: -13 | H: -8

CC(C)NC(=O)N1CC[C@@H]2[C@H]1c1cc(-c3ccccc3)ccc1N(C)[C@H]2CO
  A: 2 | B: -19 | C: -3 | D: -2.3 | E: 10 | F: -7 | G: -6[16.7 µM] | H: 6

COc1ccc(C2SCC(=O)N2c2ccccc2)cc1 (stereo not given)
  A: -8 | B: 1 | C: 8 | D: 4.9 | E: -2 | F: 2 | G: -5 | H: 9

COc1ccc(/C=C/C(=O)OCC(=O)NC2CCCC2)cc1OC
  A: -3 | B: 4 | C: -2 | D: -0.5 | E: 8 | F: 0 | G: -12 | H: 22

CCOC(=O)C1CCCN(Cc2ccc(OCc3ccccc3)c(OC)c2)C1 (stereo not given)
  A: -9 | B: 9 | C: -5 | D: x | E: -5 | F: -2 | G: -5 | H: x

CC1(C)C[C@@H]1C(=O)N/C(=C\CCCCSC[C@H](N)C(=O)O)C(=O)O
  A: -2 | B: -3 | C: 2 | D: -6.4 | E: x | F: 1 | G: 6 | H: -5

Cc1ccc(-c2cc(C(=O)N3CC(C)CC(C)C3)c3ccccc3n2)o1 (stereo not given)
  A: -2 | B: -7 | C: -12 | D: -1.3 | E: 1 | F: -1 | G: -3 | H: 2

Cc1ccc(S(=O)(=O)N[C@H]2CC[C@@H](CCNC(=O)C3CCOCC3)O[C@@H]2CO)cc1
  A: -7 | B: 2 | C: 4 | D: -4.3 | E: 4 | F: 1 | G: x | H: 6

CC1(C)CC(=O)C(C=Nc2ccccc2C(=O)O)=C(O)C1
  A: 2 | B: x | C: 4 | D: 0.5 | E: 1 | F: 2 | G: 5 | H: 33

Cc1cc(C)c2c(=O)n3c(nc2c1)C(C)NC(=O)c1cccnc1-3 (stereo not given)
  A: 3 | B: -1 | C: -2 | D: -2.4 | E: 0 | F: -3 | G: -4 | H: x

CCN(CC)C(=O)[C@H]1CC(CC(=O)NC(C)(C)C)C(=O)N2CCc3c([nH]c4ccc(OC)cc34)[C@]12C (stereo not given in full)
  A: 4 | B: -1 | C: 3 | D: 1.6 | E: 5 | F: 2 | G: -4 | H: -6

O=C(CN1C(=O)NC2(CCCCCC2)C1=O)NCc1ccc(F)cc1
  A: 1 | B: -1 | C: 0 | D: 3.8 | E: -3 | F: 0 | G: -2 | H: -8

O=S(=O)(NCCCc1ccccc1)c1ccccc1
  A: 7 | B: x | C: -1 | D: x | E: -12 | F: 5 | G: 3 | H: -9

CCOc1cc(S(=O)(=O)n2ccnc2)ccc1Cl
  A: x | B: -5 | C: x | D: 2.6 | E: -6 | F: x | G: -7 | H: 1

COCC#Cc1ccc2c(c1)O[C@@H](CN(C)Cc1ccc(F)cc1)[C@@H](C)CN([C@H](C)CO)S2(=O)=O
  A: 7 | B: 2 | C: -2 | D: 1.4 | E: -27 | F: 0 | G: 2[16.7 µM] | H: -3

CCCCC(=O)OCC(=O)Nc1ccc(SC(F)F)cc1
  A: -4 | B: -8 | C: 0 | D: -1.7 | E: x | F: -1 | G: -13 | H: -3

Cc1noc(C)c1C(=O)NCc1ccccc1Br
  A: -5 | B: 6 | C: -2 | D: 0.3 | E: -11 | F: 5 | G: -9 | H: -10

Cc1c(NC(=O)CCC2CCCCC2)cc(C(=O)N2CCOCC2)cc1[N+](=O)[O-]
  A: x | B: -12 | C: x | D: 2.7 | E: -20 | F: x | G: -3 | H: -11

CS(=O)(=O)N1[C@@H]2c3ccc(-c4cccc(F)c4)c(=O)n3C[C@H]1[C@H](CO)[C@H]2C(=O)N1CCCCC1
  A: -16 | B: -10 | C: -1 | D: x | E: x | F: -3 | G: x | H: 8

COc1ccc(C(O)c2ncc(-c3ccccc3Cl)[nH]2)cc1F (stereo not given)
  A: 1 | B: 1 | C: -8 | D: 3.0 | E: x | F: 0 | G: 62 | H: -16

O=c1[nH]c(C2CCCN(S(=O)(=O)c3ccc(F)cc3)C2)nc2c1nnn2Cc1ccccc1 (stereo not given)
  A: 37 | B: x | C: -7 | D: 0.7 | E: -3 | F: 2 | G: 2 | H: -2

Cc1c(C(=O)OCCN2CCCCC2)oc2ccccc12
  A: 4 | B: x | C: 0 | D: x | E: 1 | F: 0 | G: 2 | H: 18

CO[C@H]1CC[C@H]2CCOc3ccc(C#N)cc3C(=O)N(C)C[C@H](OC)[C@@H](C)C(=O)N(C)C[C@@H]1O2
  A: -4 | B: -4 | C: 1 | D: x | E: x | F: 5 | G: x | H: 12

Cc1ccc(C(=O)NC2=NCCS2)cc1Cl
  A: -21 | B: x | C: -3 | D: x | E: x | F: -2 | G: x | H: 17

Cc1c(N2C(=O)CS/C2=N\N=C\c2ccc(Cl)cc2)c(=O)n(-c2ccccc2)n1C
  A: -6 | B: x | C: 5 | D: x | E: 6 | F: 0 | G: 5 | H: x

CC(=O)Nc1cc(NC(C)=O)c2nc(N)sc2c1
  A: 22 | B: x | C: 5 | D: x | E: 3 | F: 11 | G: 2 | H: x

CCN1CCN(c2c(S(=O)(=O)c3ccc(C)c(C)c3)cnc3ccc(F)cc23)CC1
  A: 8 | B: -2 | C: 2 | D: -0.7 | E: -12 | F: 5 | G: 1 | H: 3

C[C@@H]1CCCCO[C@@H](CN(C)C(=O)NC2CCCCC2)[C@H](C)CN([C@@H](C)CO)C(=O)c2cc(NS(C)(=O)=O)ccc2O1
  A: 6 | B: 2 | C: 1 | D: 3.0 | E: -13 | F: 2 | G: -2[16.7 µM] | H: 9

COc1ccc(Cl)cc1NC(=O)CC(=O)Nc1cc(Cl)ccc1OC
  A: 7 | B: 7 | C: 2 | D: 0.1 | E: 5 | F: 0 | G: 3 | H: 4

COc1cccc(NC(=O)Nc2ccc3c(c2)C(=O)N(C)C[C@@H](OC)[C@H](C)CN(CCC(F)(F)F)[C@H](C)CO3)c1
  A: -6 | B: 5 | C: -2 | D: 5.3 | E: 19 | F: 4 | G: x | H: -23

In another format: results already given
Results follow in this order: Statin myotox sup | FN deposition inh | PglD inh | CFTR F508del cor | PGC1a acetyl inh | Cneo AK release | miR122 inh | GSIS activator
CC1(C)C[C@@H]1C(=O)N/C(=C\CCCCSC[C@H](N)C(=O)O)C(=O)O
→ -2 | -3 | 2 | -6.4 | x | 1 | 6 | -5
Cc1ccc(-c2cc(C(=O)N3CC(C)CC(C)C3)c3ccccc3n2)o1 (stereo not given)
→ -2 | -7 | -12 | -1.3 | 1 | -1 | -3 | 2
Cc1ccc(S(=O)(=O)N[C@H]2CC[C@@H](CCNC(=O)C3CCOCC3)O[C@@H]2CO)cc1
→ -7 | 2 | 4 | -4.3 | 4 | 1 | x | 6
CC1(C)CC(=O)C(C=Nc2ccccc2C(=O)O)=C(O)C1
→ 2 | x | 4 | 0.5 | 1 | 2 | 5 | 33
Cc1cc(C)c2c(=O)n3c(nc2c1)C(C)NC(=O)c1cccnc1-3 (stereo not given)
→ 3 | -1 | -2 | -2.4 | 0 | -3 | -4 | x
CCN(CC)C(=O)[C@H]1CC(CC(=O)NC(C)(C)C)C(=O)N2CCc3c([nH]c4ccc(OC)cc34)[C@]12C (stereo not given in full)
→ 4 | -1 | 3 | 1.6 | 5 | 2 | -4 | -6
O=C(CN1C(=O)NC2(CCCCCC2)C1=O)NCc1ccc(F)cc1
→ 1 | -1 | 0 | 3.8 | -3 | 0 | -2 | -8

(list continues)
Labels used below: A = Statin myotox sup; B = FN deposition inh; C = PglD inh; D = CFTR F508del cor; E = PGC1a acetyl inh; F = Cneo AK release; G = miR122 inh; H = GSIS activator
Cc1cc(C)nc(NC(N)=S)n1
  A: x | B: -5 | C: 6 | D: 0.3 | E: -5 | F: 0 | G: -14 | H: 6

CC[C@@H]1CC2=C(C(=O)OC(C)(C)O2)[C@H](c2ccc(Cl)cc2)O1
  A: 10 | B: -1 | C: 3 | D: -0.4 | E: -5 | F: -1 | G: 0 | H: 8

COc1ccc(-c2cc(C(=O)NC3CCCC3)no2)cc1
  A: -31 | B: 0 | C: 5 | D: -0.1 | E: 7 | F: -1 | G: -2 | H: 13

CC1CCN(C(=O)CSc2nnc(CNC(=O)c3ccc(F)cc3)o2)CC1
  A: 16 | B: -2 | C: -5 | D: 0.8 | E: -2 | F: 0 | G: -2 | H: -6

O=S(=O)(c1cccc(Cn2nnc(-c3ccc(F)cc3)n2)c1)N1CCOCC1
  A: 7 | B: 0 | C: -5 | D: -2.6 | E: -3 | F: 1 | G: 2 | H: -27

O=C(Cn1cnc2ccccc21)N/N=C/c1cccnc1
  A: x | B: -3 | C: x | D: 1.8 | E: -4 | F: x | G: x | H: 13

C[C@H]1CN([C@@H](C)CO)C(=O)c2cc(-c3cccnc3)cnc2O[C@@H]1CN(C)C(=O)Nc1ccc(F)cc1
  A: -29 | B: x | C: 3 | D: -1.5 | E: 9 | F: -3 | G: -1[16.7 µM] | H: 8

O=S(=O)(NNc1ccc(Cl)nn1)c1ccc(F)cc1
  A: x | B: -13 | C: 6 | D: x | E: 5 | F: 0 | G: 6 | H: 2

O=C(O)C1C2C=CC(C2)C1C(=O)Nc1nccs1 (stereo not given)
  A: x | B: 3 | C: 1 | D: x | E: 12 | F: -1 | G: 14 | H: x

Cn1c(NCc2ccccc2F)nc2cc(-c3ccsc3)sc2c1=O
  A: 20 | B: 2 | C: -2 | D: 8.1* | E: -4 | F: -1 | G: -1 | H: -48

Cc1ccc2nc(-c3ccc(NC(=S)NC(=O)CC(C)C)cc3)sc2c1
  A: -3 | B: -10 | C: 1 | D: x | E: -16 | F: -1 | G: -3 | H: x

COc1ccc(NC(=O)N(C)C[C@H]2Oc3ccc(NC(=O)Nc4ccc5c(c4)OCO5)cc3CC(=O)N([C@H](C)CO)C[C@@H]2C)cc1
  A: 8 | B: x | C: -2 | D: -0.3 | E: 13 | F: 4 | G: 2[16.7 µM] | H: -10

Oc1[nH]c2ccc(Br)cc2c1N=Nc1ccc(C(F)(F)F)cn1
  A: 13 | B: 6 | C: -1 | D: 1.0 | E: 3 | F: -8 | G: 4 | H: 2

COc1cc(/C=C(\C#N)c2nc3ccccc3[nH]2)cc(Br)c1OCc1ccccc1
  A: -9 | B: 2 | C: -3 | D: 0.5 | E: -11 | F: 0 | G: 3 | H: -4

COc1ccccc1CN1CC(C(=O)NCc2cccnc2)CC1=O (stereo not given)
  A: -6 | B: x | C: 1 | D: x | E: -2 | F: 4 | G: -6 | H: x

COc1ccc(Cn2c(=S)[nH]c3ccccc3c2=O)cc1
  A: -4 | B: 15 | C: -2 | D: 1.2 | E: -2 | F: 4 | G: 36 | H: 10

C[C@@H]1CN([C@@H](C)CO)S(=O)(=O)c2ccc(C#C[C@@H](C)O)cc2O[C@@H]1CN(C)C(=O)Cc1ccccn1
  A: -6 | B: x | C: 3 | D: 2.4 | E: -9 | F: -6 | G: 14[16.7 µM] | H: 22
